TEAD-YAP inh – TEAD-YAP interaction inhibition. HEK-TIYL cells, TEAD-Gal4/YAP UAS-luciferase luminescence. inhibition, % at 9.12 µM. hit rate 1.4% among 640,000. AID 1259422; in the data active = inhibition above about 32%;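 note: 0% = median of test compound wells and 100% = reference inhibitor wells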
FBW7 act – activators of human E3 ligase FBW7. Q969H0. AlphaScreen FBW7–phospho-cyclin E peptide binding, activator screen. normalized activity (activation), % at 26.1 µM. hit rate 0.13% among 650,000. AID 1259310; in the data active = normalized activity above about 1.9%;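 note: purified mutant Fbw7 with reduced substrate affinity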
Target sequence (Q969H0 whole entry, looked up): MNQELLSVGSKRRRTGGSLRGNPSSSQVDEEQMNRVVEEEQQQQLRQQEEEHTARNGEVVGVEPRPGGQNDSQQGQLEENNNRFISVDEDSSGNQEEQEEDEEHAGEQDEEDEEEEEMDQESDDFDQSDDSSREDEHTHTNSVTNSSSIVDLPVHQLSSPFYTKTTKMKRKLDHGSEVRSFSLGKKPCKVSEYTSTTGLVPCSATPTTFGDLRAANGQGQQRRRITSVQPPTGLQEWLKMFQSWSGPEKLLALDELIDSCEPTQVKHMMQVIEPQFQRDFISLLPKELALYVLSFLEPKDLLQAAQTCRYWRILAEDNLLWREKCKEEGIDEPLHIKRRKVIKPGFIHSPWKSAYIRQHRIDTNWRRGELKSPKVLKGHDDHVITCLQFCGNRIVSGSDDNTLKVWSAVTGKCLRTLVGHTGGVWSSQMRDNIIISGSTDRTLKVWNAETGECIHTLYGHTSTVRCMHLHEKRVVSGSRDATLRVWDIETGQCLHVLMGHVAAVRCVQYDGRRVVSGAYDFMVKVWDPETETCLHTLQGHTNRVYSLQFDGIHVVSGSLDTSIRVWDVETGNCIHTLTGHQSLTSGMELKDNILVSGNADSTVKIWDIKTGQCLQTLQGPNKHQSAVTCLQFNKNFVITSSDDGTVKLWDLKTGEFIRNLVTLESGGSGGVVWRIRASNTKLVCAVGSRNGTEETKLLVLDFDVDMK
MITF inh – inhibitors of human MITF. AID 1259374. inhibition, % at 2.6 µM. hit rate 0.91% among 650,000. O75030. AlphaScreen MITF homodimerization, bead proximity signal; in the data active = inhibition above about 50%;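 note: 0% = vehicle wells with protein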
GPR151 activ – human GPR151 activation. PathHunter beta-arrestin GPR151 cells, luminescence. AID 1508602. activation, % at 11.2 µM. hit rate 1% among 650,000; in the data active = activation above about 4.9%;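 note: 0% = median of compound wells and 100% = cells with positive control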
The depositor's hits bear a star; & = joins results of further samples. Hits appear at their usual frequency (roughly 3.4% active in at least one column).

compound | FBW7 act | MITF inh | GPR151 activ | TEAD-YAP inh
CC(C)(Oc1ccc(Cl)cc1)C(=O)NCCCn1ccnc1 | 0.0 | 3 | -0.8 | 6
S=C(NCc1cccnc1)Nc1ccc(Cl)cc1 | -0.1 | -14 | 1.8 | -2
Cc1cc(NC(=O)c2cc(-c3ccccc3O)no2)no1 | -0.1 | -10 | 1.7 | -5
C=C(C)CNC(=S)Nc1sc2c(c1C(=O)OCC)CC(C)(C)OC2 | -0.1&0.1&1.4 | -25&-6&17 | 0.3&-0.7&0.0 | 7&2&6
CCCn1c2ccccc2c2nnc(SCN3C(=O)c4ccccc4C3=O)nc21 | 0.8 | 14 | -1.5 | -2
CC1CC(C)CN(CC(=O)c2cccs2)C1 (centres undefined) | 0.1 | 8 | -1.0 | -4
COC(=O)c1ccc(C2Oc3c(OC)cccc3C3CC(c4ccc(F)cc4)=NN32)cc1 (centres undefined) | -0.2 | -3 | -0.1 | -9
Cc1cc(NO)nc(-c2ccc(Br)cc2)n1 | 0.3 | 12 | 0.8 | -49
CN1C(=O)NC(=O)/C(=C/c2cc3c(cc2Br)OCO3)C1=O | 0.1 | 16 | 1.9 | 8
CC(C)CC1(C(=O)O)NC(c2ccccc2O)C2C(=O)N(Cc3ccccc3)C(=O)C21 (centres undefined) | -0.1 | -1 | -0.3 | -5
CCOC(=O)N1CCC(NC(=O)c2ccc3c(c2)N=C(CC)c2ccccc2S3)CC1 | -0.1 | 2 | 1.6 | -2
CC(C)Oc1ccc(/C=C(/NC(=O)c2ccccc2)C(=O)NC(C)C(=O)O)cc1 (centres undefined) | -0.2 | 10 | 1.4 | -3
N#Cc1c(Cl)nc(N2CCN(C(=O)c3ccccc3)CC2)c(Cl)c1Cl | -0.1 | 0 | 0.2 | -7
O=C1CCCN1CCCNc1cc(NCc2cccc(C(F)(F)F)c2)ncn1 | 0.1 | 1 | 4.3 | 10
Cc1cccc(C2=N/C(=C3/OC(=O)c4ccccc43)C(=O)O2)c1 | 0.1 | -2 | 1.1 | -12
Cc1nc(NC(=O)C2C3CCC(C3)C2C(=O)O)sc1-c1ccccc1 (centres undefined) | 0.1 | 3 | -0.9 | 6
Fc1ccc(-c2nnc3ccc(NCc4ccco4)nn23)cc1 | -0.1 | 1 | 0.6 | 5
Cc1ccc(NC(=O)C2CCCN2c2nnc(N3CCCC3=O)s2)cc1 (centres undefined) | 0.3 | -3 | 0.7 | -7
COc1cccc(NS(=O)(=O)c2cc(C(=O)OCCN3CCOCC3)ccc2NCCc2ccc(Cl)cc2)c1 | -0.1 | 1 | -0.7 | -7
Cc1cc(=O)[nH]c(SCc2ccc(Cl)cc2)n1 | -0.1&-0.1 | -5&-17 | -0.3&-1.7 | 5&4
COc1ccccc1NC(=O)COc1ccc(C)cc1Br | 0.1 | 7 | -1.5 | -65
CCNc1nc(NCCc2ccc(O)cc2)c2ncn(C(C)C)c2n1 | 0.0 | 3 | 0.1 | 19
CC1CCN(C(=O)C(C(C)C)N2C(=O)c3ccccc3C2=O)CC1 (centres undefined) | -0.2 | 5 | 0.9 | -1
Cc1ccc(NC(=O)c2cc3ccccc3oc2=O)c(Br)c1 | 0.2 | 3 | -0.4 | -3
CC1CN(c2[nH]c(=O)n(C)c(=O)c2Cc2ccccc2-c2ccccc2)CC(C)O1 (centres undefined) | 0.1 | 12 | -1.4 | 6
CCc1ccccc1Nc1nc(Cl)nc(Nc2ccccc2CC)n1 | -0.1 | -12 | 0.2 | 18
COc1cc(OC)cc(C(=O)Nc2ccc(NC(=O)c3ccco3)cc2)c1 | -0.1 | 3 | -4.6 | -1
O=C(CCC1(Cc2cccs2)CCC(=O)N1)NC1CCc2ccccc21 (centres undefined) | 0.5 | 15 | -1.1 | -6
O=C(Nc1ccc2c3c1C1C=CCC1CN3CC1CC=CC21)c1ccccc1 (centres undefined) | 1.3 | 5 | -0.2 | -3
COc1ccc(-c2nc3ccc(C(=O)N4CCN(c5ccccc5)CC4)cc3nc2-c2ccc(OC)c(OC)c2)cc1OC | 0.0 | 9 | -1.0 | -6

The listing continues.
compound | FBW7 act | MITF inh | GPR151 activ | TEAD-YAP inh
Cc1ccc(CN2CCc3c(cnc(C)c3CNC(=O)CCOc3ccccc3)C2)s1 | 0.0 | 19 | 0.8 | 3
CCCCC(c1nnnn1CCOC)N1CCN(Cc2ccc3c(c2)OCO3)CC1 (centres undefined) | 0.1 | -2 | 0.3 | 0
O=C(Nc1nnc(N2CCCC2)s1)Nc1ccc(Br)cc1F | -0.1 | 0 | 5.6* | -11
COc1cccc(-n2cc(C(=O)N(C)c3cc(C)ccc3OC)c3ccccc3c2=O)c1 | 0.2 | -15 | 3.6 | -7
CC(C)COc1ccc(NC(=O)C(=O)NCc2ccc3c(c2)OCO3)cc1 | 0.3 | -2 | 2.6 | 0
O=C(COc1ccc(S(=O)(=O)N2CCCC2)cc1Cl)Nc1ccc2c(c1)OCO2 | 0.0 | 15 | -0.8 | 17
Oc1ccc(N2CCN(Cc3nnnn3Cc3ccc(F)cc3)CC2)cc1 | 0.1 | -1 | -0.2 | -2
Cc1ccc(/C=N/n2cnnc2)cc1[N+](=O)[O-] | -0.2 | -8 | -0.5 | -6
Cc1cc(/C=c2\sc3nc4ccccc4n3c2=O)c(C)n1C1CCCC1 | 0.0 | 0 | 0.7 | 70*
O=C(CNC(=O)/C(=C\c1cccc([N+](=O)[O-])c1)NC(=O)c1ccco1)OCc1ccccc1 | 0.1 | 15 | 0.5 | -2
CC(C)(C)OC(=O)N1CCC(c2c(C(=O)Nc3cccnc3)cnn2-c2ccccc2)CC1 | -0.1 | 0 | 0.5 | 2
COc1cc(/C=N/n2cnnc2)ccc1OCc1ccccc1F | 0.1 | -3 | -1.9 | -34
Cc1ccc(C(=O)Nc2ccccc2)cc1S(=O)(=O)Nc1ccc(Cl)cc1 | -0.2 | 4 | 0.4 | 6
COc1ccc(/C=C(/NC(=O)c2ccc(Br)cc2)C(=O)NC(C)C(=O)O)cc1 (centres undefined) | -0.1 | 0 | 0.4 | 5
CCOC(=O)C1=C(C)N=c2s/c(=C\c3ccc(OC)c(Br)c3)c(=O)n2C1c1ccccc1OC (centres undefined) | 0.0 | 0 | -0.2 | -2
CC1CC(C)(C)N(C(=O)CN2C(=O)c3ccccc3C2=O)c2ccccc21 (centres undefined) | 0.0 | 2 | 1.0 | -1
Cc1c(C(=O)Nc2ccccc2I)cccc1[N+](=O)[O-] | 0.1 | 20 | 0.1 | -6
CCOC(=O)c1c(NC(=O)CSc2nnc(CNC(=O)c3ccc(OC)c(OC)c3)n2-c2ccccc2OC)sc2c1CCCC2 | -0.1 | 1 | -1.6 | 13
O=[N+]([O-])c1c(NCCO)cc(NCCCN2CCCCC2)c2nonc12 | -0.1 | 9 | 1.1 | -5
CCCc1cc2c(=O)c(-c3ccc4c(c3)OCCO4)c(C(F)(F)F)oc2cc1OC(C)C(=O)OC (centres undefined) | 0.1 | 11 | 0.1 | 12
CC(CNS(=O)(=O)c1ccccc1)Sc1nnnn1-c1ccccc1 (centres undefined) | -0.1 | 6 | -0.9 | -3
O=C(NCCc1ccc(O)cc1)C1CCN(c2ccc(Nc3ccncn3)nn2)CC1 | 0.3 | 18 | 0.5 | -15
Cc1sc(NC(=O)CN(C(=O)c2ccccc2Cl)C2CCCC2)c(C(N)=O)c1C | 0.2 | 3 | -0.3 | 28
O=C(Nc1ccnn1C1CCN(Cc2cc(Cl)ccc2O)CC1)c1cccc(F)c1 | -0.2 | -2 | -0.9 | -8
O=C(CCc1nc2ccccc2[nH]1)Nc1ccc2ccccc2c1 | -0.1 | 6 | -0.8 | 2
COc1c(O)c(O)c2cc(OC)c3c(OC)cc(=O)c4c5c(=O)c(OC)c(C(C)=O)c6c5c(c1CC=6C)c2c34 | 0.0 | 17 | -1.8 | -9
CCOC(=O)c1cc([N+](=O)[O-])sc1NC(=O)c1cc(Cl)sc1Cl | 0.2 | 7 | -0.9 | 2
O=C(c1ccccc1F)N1CCN(c2ccc([N+](=O)[O-])cc2Cl)CC1 | 0.1 | 4 | 0.5 | 0
CC(C)OC(=O)c1nnn(-c2nonc2N)c1CN1CCc2ccccc21 | 0.2 | -6 | 2.9 | 1
COc1ccc(OC)c(NC2=C(Cl)C(=O)N(c3ccc(Cl)cc3)C2=O)c1 | 0.1 | 4 | 1.7 | 16

Carrying on.
compound | FBW7 act | MITF inh | GPR151 activ | TEAD-YAP inh
COc1cc(C2CC(=O)Nc3c2ccc2ccccc32)ccc1OC(=O)c1cccs1 (centres undefined) | 0.0 | 14 | -1.0 | -4
CCOC(=O)N1CCN(c2c(NCc3cccs3)c(=O)c2=O)CC1 | 0.0 | -5 | 2.5 | 28
c1ccc2c(c1)OCCOCCOc1ccccc1OCCO2 | 0.7 | 2 | -2.3 | -2
CSc1nn(CC(=O)N2c3ccccc3Sc3ccccc32)c(=S)n1N | -0.1 | 1 | -1.2 | -1
COc1ccc(C(=O)Nc2ncn[nH]2)cc1OC | 0.0 | 32 | 0.9 | 7
CC1=CC(C)(C)NC(=O)C1S(=O)(=O)c1ccc(C)cc1 (centres undefined) | 0.0 | 10 | -0.9 | 0
CC1=C(C(=O)OC2CCCC(C)C2)C(c2ccc([N+](=O)[O-])cc2)NC(=O)N1 (centres undefined) | -0.1 | 10 | -0.2 | 0
COc1ccc(CNC(=O)c2c(C)nc3ccccn23)cc1OC | 0.1 | 3 | -0.1 | -5
Cc1cc2nccc(NC(=O)c3c(F)cccc3F)n2n1 | -0.1 | -2 | 0.2 | 10
CCN(CC(=O)Nc1ccccc1C(F)(F)F)CC(=O)c1[nH]c(C)c(C(C)=O)c1C | -0.1 | -2 | -0.8 | 4
COc1ccc(C(=O)Nc2cc(-c3nc4cc(C)cc(C)c4o3)ccc2C)cc1[N+](=O)[O-] | 0.1 | -2 | 0.9 | -9
CCOc1ncccc1C(=O)NNC(=O)c1cc(Cl)ccc1OC | 0.0 | 2 | -1.0 | -5
CC(=O)Nc1ccc(CSc2ccccc2)cc1 | 0.1 | 11 | 1.4 | -47
Cc1cc(Cl)c(OCCOCCNC(C)C)c(Cl)c1 | -0.1 | 25 | 0.2 | -2
Cc1ccc2cc(CCNS(=O)(=O)c3ccc([N+](=O)[O-])cc3)c(=O)[nH]c2c1 | -0.2 | 2 | -0.6 | 7
COc1ccc(C(=O)NC(=S)Nc2nc3ccccc3s2)cc1 | -0.2 | -10 | -1.0 | -47
O=c1nc(SCc2cccc(F)c2)c2c([nH]1)CCC2 | 0.0 | 21 | -1.7 | -7
O=C(CCCSc1nc2ccccc2s1)NNC(=O)c1ccccc1 | -0.2 | -2 | -3.7 | 6
Cc1ccc(C2C=C(c3ccc(F)cc3)Nc3ncnn32)cc1 (centres undefined) | -0.1 | 12 | 0.3 | -32
CCOC(=O)C1CCN(C(=O)c2cc3cc4ccc(C)cc4nc3o2)CC1 | 0.7 | 12 | -0.3 | 3
COc1ccccc1-n1c(SCc2ccccc2)nc2sc3c(c2c1=O)CC(C)(C)OC3 | 0.1 | -12 | 1.6 | -11
COc1ccc(-c2cc(C(=O)NCCCN3CCCC3=O)ccn2)cc1 | 0.1 | 3 | -1.1 | 8
CC(C)N(C(=O)CSc1nnc(Cc2ccc3c(c2)OCO3)n1C)C(C)C | 0.0 | -1 | -0.8 | 7
CN1CCN(CCCNc2nc(=S)[nH]c3ccccc23)CC1 | -0.1 | -9 | -0.1 | -5
NC(=O)c1ccc(-c2nc(NCCc3ccc(O)cc3)c3ncn(Cc4ccc(C(F)(F)F)cc4)c3n2)cc1 | 0.2 | 3 | 2.9 | 10
CCOC(=O)c1c(NC(=O)CSc2cn(Cc3ccccc3Cl)c3ccccc23)sc2c1CCC2 | -0.1 | 1 | 1.5 | 4
CCCCOc1ccc(C(=O)N/C(=C/C=C/c2ccccc2)C(=O)NCCO)cc1 | 0.0 | 2 | 0.1 | -5
O=C(Nc1ccc(OCc2ccccc2)cc1)c1cccnc1 | 0.0 | 5 | -0.1 | 4
CCOC(=O)c1sc2nc(SCC(=O)Nc3ccc(N(C)C)cc3)n(CC3CCCO3)c(=O)c2c1C (centres undefined) | -0.1 | 3 | 0.7 | -35
Cc1ccc(-c2nc3ccc(C)cn3c2NC(=O)c2ccc(Cl)cc2)cc1 | 0.0 | 0 | 0.4 | -4

Next entries follow.
compound | FBW7 act | MITF inh | GPR151 activ | TEAD-YAP inh
N#C/C(=C/c1cn(-c2ccccc2)nc1-c1ccc(F)cc1)C(N)=O | -0.1 | -7 | 0.8 | -1
CCOC(=O)C1CCC(CN(Cc2ccc(OC)cc2)S(=O)(=O)c2cccc([N+](=O)[O-])c2)CC1 (centres undefined) | -0.2 | 4 | -0.6 | -5
[O-][n+]1onc2c1CCc1[nH]c(-c3ccccc3)nc1-2 | 0.0 | 2 | -0.4 | 42*
CC1CCCC(NC(=O)C2N(C3CCCCC3)C(=O)C3C(C(=O)Nc4ccc(F)c(Cl)c4)C4C=CC32O4)C1C (centres undefined) | 0.0 | 10 | 0.4 | 2
O=C(CCC(=O)N1N=C(c2ccc(Br)cc2)CC1c1ccc(Br)cc1)Nc1ccccc1 (centres undefined) | -0.1 | 4 | -0.8 | 11
COc1ccc(CCNC(=O)c2ccnc(-c3c(C)noc3C)c2)cc1 | 0.0 | 7 | -1.4 | -5
CN(C)c1ccc(/C=C2/C(=O)Nc3ccc(Cl)cc32)cc1 | 0.0 | -9 | 1.2 | -17
CCOC(=O)C1(CCOC)CCN(Cc2ccc(C#CCCO)cc2)CC1 | -0.1 | 14 | 0.5 | -4
